Anthrax LF prot: inhibitors of Bacillus anthracis lethal factor protease; P15917; multiplex microsphere protease cleavage assay, LF; inhibition, % at 10 µM; 360,000 tested, 0.12% active; further: plate controls were buffer without enzyme for full effect and enzyme alone for no effect
Target sequence (P15917 whole entry, looked up): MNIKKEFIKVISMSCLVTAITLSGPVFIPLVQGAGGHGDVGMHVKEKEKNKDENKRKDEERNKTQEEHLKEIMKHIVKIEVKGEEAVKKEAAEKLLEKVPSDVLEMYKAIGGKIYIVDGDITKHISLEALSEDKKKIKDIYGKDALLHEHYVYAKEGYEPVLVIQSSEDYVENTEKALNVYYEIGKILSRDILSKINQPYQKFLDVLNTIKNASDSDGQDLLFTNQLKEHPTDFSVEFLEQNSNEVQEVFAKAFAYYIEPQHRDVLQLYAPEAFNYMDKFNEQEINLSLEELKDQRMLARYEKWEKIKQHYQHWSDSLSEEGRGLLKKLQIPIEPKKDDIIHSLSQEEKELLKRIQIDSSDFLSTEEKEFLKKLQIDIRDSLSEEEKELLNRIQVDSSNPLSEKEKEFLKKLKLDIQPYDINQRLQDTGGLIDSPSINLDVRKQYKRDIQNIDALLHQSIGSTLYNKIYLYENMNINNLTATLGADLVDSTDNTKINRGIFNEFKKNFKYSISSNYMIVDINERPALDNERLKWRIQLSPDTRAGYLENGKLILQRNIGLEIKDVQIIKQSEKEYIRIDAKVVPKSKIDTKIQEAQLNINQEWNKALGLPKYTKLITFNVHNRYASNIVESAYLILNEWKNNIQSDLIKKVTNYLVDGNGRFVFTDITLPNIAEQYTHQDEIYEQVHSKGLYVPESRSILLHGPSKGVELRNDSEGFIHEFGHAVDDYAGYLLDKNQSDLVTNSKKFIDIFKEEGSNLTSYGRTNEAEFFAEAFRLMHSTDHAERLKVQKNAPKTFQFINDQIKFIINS
TcdB GH inh: TcdB glycohydrolase inhibition; P18177; TcdB glycohydrolase enzymatic assay, plate reader; inhibition, % at 9.99 µM; 350,000 tested, 0.24% active; in the data active means inhibition above about 10%
PrPC surface inh: cell surface PrPC inhibition, primary TR-FRET screen; TR-FRET read-out; P04156; inhibition, % at 13.8 µM; 370,000 tested, 0.43% active; in the data active means inhibition above about 24%; further: 0% = median of the test wells and 100% = reference compound wells
SARS 3CLpro inh: SARS-CoV 3CLpro protease inhibition | 290,000 tested, 0.14% active | recombinant SARS-CoV 3CLpro, quenched FRET peptide cleavage | inhibition, % at 6 µM | P0C6X7; in the data active means inhibition above about 12%
PfHsp40 yeast: restores yeast growth despite PfHsp40 toxicity; S. cerevisiae expressing PfHsp40, growth rescue, ATP luminescence; growth rescue, % at 12.5 µM; 340,000 tested, 0.68% active; AID 504582; in the data active means growth rescue above about 28%, passing the limit was not always enough; inconclusive means no clear call, values can overlap the other calls;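 further: yeast W303a lacking pdr1 and pdr3 grown in galactose medium; growth measured after three days at 30 °C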
Vc quorum ag: inducers of Vibrio cholerae quorum light production without autoinducers | V. cholerae BH1578 lux reporter, luminescence, 6 h | activation, % at 18.7 µM | 350,000 tested, 0.16% active | AID 588436; in the data active means activation mostly above about 9.7%, no sharp cut-off; inconclusive means no clear call, values can overlap the other calls; inactive means mostly below about 3.7%; further: not every result past the cut was called active; inactives centre near 0; reference of the scale not given here
SSB-PriA inh: K. pneumoniae PriA-SSBct interaction inhibition | AlphaScreen SSBct-PriA binding, biotinylated peptide | inhibition, % at 33 µM | 430,000 tested, 0.6% active | AID 1272365; in the data active means inhibition mostly above about 37%, no sharp cut-off; inactive means mostly below about 20%;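 further: plate controls were negative control peptide for no effect and reference peptide for full effect; strong numbers were not always called active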
BoNT A protease: inhibitors of Botulinum neurotoxin A light chain protease; multiplex microsphere protease substrate cleavage, flow cytometry; inhibition, % at 10 µM; 360,000 tested, 0.17% active; further: plate controls were buffer without enzyme for full effect and enzyme alone for no effect
Y pestis TopoI: Y. pestis Topo-I inhibition via cleavage products; AID 504884; activity, % at 10 µM; 360,000 tested, 0.064% active; Y. pestis Topo-I cleavage product accumulation, plate reader; in the data active means activity above about 50%, passing the limit was not always enough; inconclusive means no clear call, values can overlap the other calls; further: inactives centre near 2
Numbers without * were called inactive; i = inactive; ? = inconclusive; nt = no result given. Unless noted, no stated cut-off is given here; in the data, active means inhibition above about 30%; inconclusive means no clear call, values can overlap the other calls; inactive means below that.

SMILES	Anthrax LF prot	TcdB GH inh	PrPC surface inh	SARS 3CLpro inh	PfHsp40 yeast	Vc quorum ag	SSB-PriA inh	BoNT A protease	Y pestis TopoI
COc1ccccc1NS(=O)(=O)c1cc([N+](=O)[O-])ccc1N/N=C/c1c(C)[nH]c2ccccc12	-28	nt	0	1	0.9	12	nt	5.0	-7
O=C(CSc1c(Cl)cccc1Cl)N1CCC(c2nc3ccccc3s2)CC1	-2	nt	0	-7	8.0	0.5	-18	-0.1	27
COc1ccc(NC(=O)C2CCCN2C(=O)OCc2ccccc2)cc1 (stereo not given)	3	1.2	1	2	-0.5	i	1	-0.6	-2
CCc1nc2c(OCc3ccc(F)c(F)c3)cccn2c1N(C)C(=O)C(C)C	-4	1.7	4	nt	nt	-0.2	nt	-0.3	2
Cc1nnc(SCC(=O)N2CC(=O)Nc3ccccc32)n1-c1ccccc1	-1	nt	3	0	-1.9	-2.6	-3	0.6	0
O=C(Cn1ccsc1=NC(=O)C(F)(F)F)c1ccccc1	-1	nt	-1	-3	-1.3	i	-14	0.2	-9
CCOC(=O)C1CCN(Cc2ccc(F)cc2)CC1	-1	-12	-4	2	1.4	-0.5	-6	-0.3	13
COc1cccc2c1C(=O)c1c(O)c3c(c(O)c1C2=O)C[C@@](O)(C(C)=O)C[C@@H]3O[C@H]1C[C@H](N)[C@H](O)[C@H](C)O1	-29	-19	-17	-11	51*	-0.5	41	1.3	9
Cc1cccc(NC(=O)NNC(=O)COc2ccc([N+](=O)[O-])cc2)c1C	-2	6.1	-2	-1	-0.8	0.7	8	-1.5	-2
CCC(=O)OCC(=O)Nc1cc(C)c(C)cc1[N+](=O)[O-]	-1	1.4	-23	-4	-0.2	i	11	-0.5	-2
S=c1[nH]nc(-c2ccccn2)n1/N=C/c1c(Cl)cccc1Cl	-12	5.8	3	0	1.1	-0.4	nt	-4.4	3
COCCNC(=O)C1(C)CCCN(Cc2ccc(-c3ccccn3)cc2)C1 (stereo not given)	6	-0.3	-1	nt	nt	1.2	nt	-0.7	3
Cc1cc(SCC(=O)Nc2ccc(O)cc2)n2nc(C)c(-c3ccccc3)c2n1	-8	1.4	8	4	-0.5	i	-5	-0.5	-7
O=C(CCN=C1NS(=O)(=O)c2ccccc21)OCC(=O)c1ccccc1	-4	3.2	-8	nt	-1.0	-7.1	-1	-2.7	2
COCCNC(=O)C(C#N)c1nc2ccccc2nc1N1CCCCCC1 (stereo not given)	11	nt	-17	-2	2.7	0.1	8	9.8	3
Cc1cccc(NC(=O)COC(=O)c2cccs2)c1C	-4	2.0	8	6	-0.6	i	-1	-0.9	9
Cc1nnc(NC(=O)c2ccc(Br)o2)s1	-8	-1.0	1	-1	-0.6	-0.6	4	1.4	5
COc1ccc(-c2cc3c(=O)n(CC(=O)Nc4ccc(C(C)=O)cc4)ncn3n2)cc1	1	-0.3	11	-2	0.1	0.0	-12	-0.4	5
COc1ccccc1NC(=O)c1cc2c(cc1Cl)N1CCCCCC1=NS2(=O)=O	2	-7.7	6	nt	0.8	3.2	-6	-0.3	7
COC(=O)c1ccc(CN2CCCC(C(=O)c3ccccc3OC)C2)cc1 (stereo not given)	-11	-0.7	-1	-3	-2.2	-0.8	-14	-2.4	17
CCCCn1c(N)c(N(CCC(C)C)C(=O)c2ccc(N3CCCC3=O)cc2)c(=O)[nH]c1=O	4	0.7	-4	nt	-0.7	1.9	7	1.5	6
Cn1c(=O)c2c(nc(N/N=C/c3ccc(OC(=O)c4ccco4)cc3)n2Cc2ccccc2)n(C)c1=O	0	nt	-1	1	-2.2	-0.2	i	0.0	-9
Cc1ccc(C(=O)OCC(=O)NCCN2C(=O)CSC2=O)cc1[N+](=O)[O-]	-11	0.3	-6	nt	1.3	-0.4	2	-0.6	1
COC(=O)C1NC(=O)N2C(C(=O)OC)C(C)(C)S[C@H]12 (stereo not given in full)	3	1.3	0	nt	-0.5	-0.7	-8	-0.2	4

Sorted by heavy-atom count (descending): part of the list above.
SMILES	Anthrax LF prot	TcdB GH inh	PrPC surface inh	SARS 3CLpro inh	PfHsp40 yeast	Vc quorum ag	SSB-PriA inh	BoNT A protease	Y pestis TopoI
Cn1c(=O)c2c(nc(N/N=C/c3ccc(OC(=O)c4ccco4)cc3)n2Cc2ccccc2)n(C)c1=O	0	nt	-1	1	-2.2	-0.2	i	0.0	-9
CCCCn1c(N)c(N(CCC(C)C)C(=O)c2ccc(N3CCCC3=O)cc2)c(=O)[nH]c1=O	4	0.7	-4	nt	-0.7	1.9	7	1.5	6
COc1ccc(-c2cc3c(=O)n(CC(=O)Nc4ccc(C(C)=O)cc4)ncn3n2)cc1	1	-0.3	11	-2	0.1	0.0	-12	-0.4	5
Cc1cc(SCC(=O)Nc2ccc(O)cc2)n2nc(C)c(-c3ccccc3)c2n1	-8	1.4	8	4	-0.5	i	-5	-0.5	-7
COCCNC(=O)C(C#N)c1nc2ccccc2nc1N1CCCCCC1 (stereo not given)	11	nt	-17	-2	2.7	0.1	8	9.8	3
Cc1cccc(NC(=O)NNC(=O)COc2ccc([N+](=O)[O-])cc2)c1C	-2	6.1	-2	-1	-0.8	0.7	8	-1.5	-2
S=c1[nH]nc(-c2ccccn2)n1/N=C/c1c(Cl)cccc1Cl	-12	5.8	3	0	1.1	-0.4	nt	-4.4	3
Cc1cccc(NC(=O)COC(=O)c2cccs2)c1C	-4	2.0	8	6	-0.6	i	-1	-0.9	9
COC(=O)C1NC(=O)N2C(C(=O)OC)C(C)(C)S[C@H]12 (stereo not given in full)	3	1.3	0	nt	-0.5	-0.7	-8	-0.2	4
Cc1nnc(NC(=O)c2ccc(Br)o2)s1	-8	-1.0	1	-1	-0.6	-0.6	4	1.4	5

(cont.)
SMILES	Anthrax LF prot	TcdB GH inh	PrPC surface inh	SARS 3CLpro inh	PfHsp40 yeast	Vc quorum ag	SSB-PriA inh	BoNT A protease	Y pestis TopoI
Cc1ccc(S(=O)(=O)CC(=O)N(CCCN(C)C)c2nc3ccc(C)cc3s2)cc1	?	-1.1	1	nt	2.2	-1.2	-1	?	-12
COC(=O)c1cc(NC2c3ncccc3C(=O)N2Cc2ccccc2)cc(C(=O)OC)c1 (stereo not given)	2	2.4	-2	-2	0.1	-0.1	-2	0.7	-3
O=C1CC(c2ccccc2)Cc2nc(NC3CC3)ncc21 (stereo not given)	-1	-0.9	-1	-1	-0.6	-0.9	3	0.2	7
CCOc1ccc(NC(=S)NCCCN2CCN(c3ccc(OC)cc3)CC2)cc1	-12	-0.1	-10	0	0.5	0.5	23	-1.7	-2

Single records, as listed above. Values in the order: Anthrax LF prot | TcdB GH inh | PrPC surface inh | SARS 3CLpro inh | PfHsp40 yeast | Vc quorum ag | SSB-PriA inh | BoNT A protease | Y pestis TopoI
Cc1ccc(S(=O)(=O)CC(=O)N(CCCN(C)C)c2nc3ccc(C)cc3s2)cc1 is entered as ? | -1.1 | 1 | nt | 2.2 | -1.2 | -1 | ? | -12
O=C1CC(c2ccccc2)Cc2nc(NC3CC3)ncc21 (stereo not given) is entered as -1 | -0.9 | -1 | -1 | -0.6 | -0.9 | 3 | 0.2 | 7

An excerpt, so the mix of outcomes need not match the whole.
